# Screening results: PubChem, The Scripps Research Institute Molecular Screening Center
# CHO parental Ca – counter-screen for OX1R antagonists: effect in parental CHO cells; AID 463079; parental CHO-K1, ATP-induced calcium, Fluo-8 fluorescence; 0.63% of 330,000 active; inhibition, % at 5.6 µM;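 active means inhibition above that plate's mean sample inhibition plus 3 SD, cut at about 26% in these data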;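 further: 0% = ATP-challenged DMSO wells and 100% = DMSO wells without ATP; some compounds past the cut are filed as inactive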
#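 Test system: untransfected parental CHO cell line; also added: ATP stimulus; dosing: 5.6 µM, single dose; signal: calcium-sensitive Fluo-8 fluorescence; measure: percent inhibition of ATP-evoked calcium rise, normalized to controls; benchmarks: low control ATP plus DMSO, high control DMSO only; replication: one well per compound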
# CHO-K1 Ca ag – M1 agonist counterscreen hit in parental CHO-K1 cells | activation, % at 3 µM | 0.48% of 360,000 active | AID 602248 | Fluo-8 calcium fluorescence; scaled to maximal ATP response, vehicle zero; in the data active means activation above about 15%;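 further: untransfected CHO-K1 host cells lacking M1 receptor as counterscreen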
# CHO-K1 Ca antag – counter-screen for M1 antagonists: effect in parental CHO-K1 cells | ATP-induced calcium, Fluo-8 fluorescence | AID 602250 | inhibition, % at 3 µM | 0.6% of 360,000 active;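 active means inhibition above a per-plate cutoff, the plate's mean sample inhibition plus 3 SD, cut at about 24% in these data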;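 further: 0% = DMSO plus EC80 ATP and 100% = DMSO alone without ATP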
# M4 ag – agonists of human muscarinic M4 receptor (CHRM4); CHO-K1 hM4/Gqi5, Fluo-8 calcium fluorescence; vehicle 0%, full acetylcholine response 100%; activation, % at 3 µM; 0.14% of 360,000 active; AID 624127;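 active means activation above the run mean over all test wells plus 3 SD, cut at about 32% in these data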;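 further: peak over basal fluorescence ratio per well then scaled between controls; 0% = DMSO wells and 100% = acetylcholine at EC100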
# Target sequence (P08173 whole entry, looked up): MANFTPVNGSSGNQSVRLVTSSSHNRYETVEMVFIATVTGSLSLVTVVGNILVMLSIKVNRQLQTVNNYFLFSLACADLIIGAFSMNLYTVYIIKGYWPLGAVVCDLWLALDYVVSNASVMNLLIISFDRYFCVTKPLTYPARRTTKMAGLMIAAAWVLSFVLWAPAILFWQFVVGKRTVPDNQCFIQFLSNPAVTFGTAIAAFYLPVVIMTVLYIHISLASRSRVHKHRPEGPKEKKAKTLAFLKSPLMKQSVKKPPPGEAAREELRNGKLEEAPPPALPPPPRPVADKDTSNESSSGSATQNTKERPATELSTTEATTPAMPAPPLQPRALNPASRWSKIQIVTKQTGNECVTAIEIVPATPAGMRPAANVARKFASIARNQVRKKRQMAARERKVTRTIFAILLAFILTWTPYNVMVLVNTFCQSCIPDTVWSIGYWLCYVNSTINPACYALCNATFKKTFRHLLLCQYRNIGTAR
# M4 antag – antagonists of human muscarinic M4 receptor (CHRM4); P08173; CHO-hM4 cells, ACh EC80, Fluo-8 calcium fluorescence; inhibition, % at 3 µM; 0.73% of 360,000 active;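 active means inhibition above its plate's cutoff, the mean inhibition of sample wells plus 3 SD, cut at about 27% in these data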;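 further: 0% = acetylcholine EC80 with DMSO and 100% = DMSO without agonist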
# CHRM1 PAM – human CHRM1 positive allosteric modulation | CHO-K1 hM1, Fluo-8 calcium fluorescence, ACh EC20; 0% = ACh EC20, 100% = maximal ACh | P11229 | activation, % at 3 µM | 0.088% of 360,000 active | AID 588819; in the data active means activation above about 19%, passing the limit was not always enough
# CHRM1 antagonist – blocks human M1 muscarinic receptor; P11229; CHO-K1 hM1, Fluo-8 calcium fluorescence, ACh EC80 antagonist; inhibition, % at 3 µM; 1.3% of 360,000 active;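 active means percent inhibition above its own plate's cutoff, namely the mean of that plate's compound wells plus 3 SD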;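 further: peak over basal fluorescence ratio during 140 s after agonist addition; 0% = ACh EC80 plus DMSO and 100% = DMSO alone without agonist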
# M1 ag – activates human CHRM1 receptor; P11229; CHO-K1 hM1, Fluo-8 calcium fluorescence, agonist mode; 0% DMSO, 100% acetylcholine EC100; activation, % at 3 µM; 0.33% of 360,000 active;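 active means activation above the run's mean compound activation plus 3 SD, cut at about 16% in these data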;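 further: peak over basal fluorescence ratio within a 140 s kinetic read after compound addition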
# OXTR potentiator – potentiates the human oxytocin receptor response. P30559. CHO-OTR cells, Fluo-8 calcium fluorescence, potentiator mode; 0% = oxytocin EC15, 100% = EC100. activation, % at 3 µM. 0.061% of 320,000 active. AID 2445;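 active means activation above that plate's cutoff, the mean activation of tested compounds plus 3 SD, cut at about 6.6% in these data, passing the limit was not always enough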;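 further: 100% uses oxytocin at 75 nM as the full agonist control; some results filed as inactive read as strong as hits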
# Target sequence (P30559 whole entry, looked up): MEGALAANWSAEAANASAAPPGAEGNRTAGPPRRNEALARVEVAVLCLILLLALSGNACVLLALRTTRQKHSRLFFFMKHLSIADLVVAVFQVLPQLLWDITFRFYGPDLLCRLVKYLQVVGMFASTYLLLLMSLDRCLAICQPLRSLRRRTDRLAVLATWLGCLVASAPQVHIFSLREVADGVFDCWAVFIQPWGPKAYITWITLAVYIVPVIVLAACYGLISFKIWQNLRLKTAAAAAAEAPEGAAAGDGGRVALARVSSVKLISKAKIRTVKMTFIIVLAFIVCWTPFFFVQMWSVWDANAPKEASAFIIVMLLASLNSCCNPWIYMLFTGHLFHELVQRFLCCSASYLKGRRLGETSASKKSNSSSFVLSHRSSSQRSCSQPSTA
#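 test system = CHO-OTR cells, human receptor | compound = single-point 3.0 µM | schedule = 6 min compound pre-incubation at room temperature, 100 s kinetic read | signal = Fluo-8 no-wash calcium dye fluorescence, excitation 470-495 nm, emission 515-575 nm | repeats = single well per compound, singlicate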
# Active calls of the source: *; / = not tested or not shown.
SMILES,CHO parental Ca,CHO-K1 Ca ag,CHO-K1 Ca antag,M4 ag,M4 antag,CHRM1 PAM,CHRM1 antagonist,M1 ag,OXTR potentiator
CCc1ccc(NC(=O)C(=O)NCc2ccccn2)cc1,-11.6,-1.0,8.6,0.9,-8.1,0.2,6.1,-3.3,-22.2
CC(NC(=O)C(=O)NN=C1CCCCCCCCCCC1)c1ccccc1 (stereo not drawn),-18.6,2.2,-0.8,2.2,-4.6,9.9,-14.8,-4.0,-3.5
O=C1CC(N2CCN(c3ccc(F)cc3)CC2)C(=O)N1c1ccc2c(c1)OCO2 (stereo not drawn),-11.5,0.6,-7.5,0.2,1.4,14.0,-8.1,-4.3,-3.7
Clc1nssc1=Nc1nncs1,5.8,0.8,-16.8,1.8,7.5,3.8,-6.5,7.6,-5.5
N#Cc1c(N2CCN(C(=O)c3ccco3)CC2)nc(-c2ccccc2)c2c1CCCC2,-18.1,0.7,-26.4,3.4,4.4,-4.5,-2.7,-6.9,-8.2
Clc1ccccc1CN1CCN(CCCc2ccccc2)CC1,/,1.6,-10.6,0.6,9.6,-15.3,32.4,-3.1,/
Cc1ccccc1-n1ccnc1SCC(=O)NCC1CCCO1 (stereo not drawn),7.2,0.0,-3.3,1.1,-8.7,9.6,-7.5,-2.3,-9.9
CC1=NN(c2nc(-c3ccccc3)cs2)C(=O)C1N=Nc1ccccc1 (stereo not drawn),-6.2,5.6,-5.6,0.1,6.5,4.5,9.0,-3.1,-8.6
COCCn1ccc2c(OCC(=O)Nc3cccc(NC(C)=O)c3)cccc2c1=O,-7.7,1.6,-5.7,3.6,-5.0,3.4,-2.4,-2.4,-10.4
Cc1ccc(-c2noc(CCC(=O)NCCN3CCN(Cc4ccccc4)CC3)n2)cc1,-15.7,3.9,14.5,9.0,-5.4,6.5,-39.9,-0.8,-17.4

# Single records (already shown):
# Cc1ccccc1-n1ccnc1SCC(=O)NCC1CCCO1 (stereo not drawn) is entered as CHO parental Ca = 7.2; CHO-K1 Ca ag = 0.0; CHO-K1 Ca antag = -3.3; M4 ag = 1.1; M4 antag = -8.7; CHRM1 PAM = 9.6; CHRM1 antagonist = -7.5; M1 ag = -2.3; OXTR potentiator = -9.9
# O=C1CC(N2CCN(c3ccc(F)cc3)CC2)C(=O)N1c1ccc2c(c1)OCO2 (stereo not drawn) is entered as CHO parental Ca = -11.5; CHO-K1 Ca ag = 0.6; CHO-K1 Ca antag = -7.5; M4 ag = 0.2; M4 antag = 1.4; CHRM1 PAM = 14.0; CHRM1 antagonist = -8.1; M1 ag = -4.3; OXTR potentiator = -3.7

# Carrying on.
SMILES,CHO parental Ca,CHO-K1 Ca ag,CHO-K1 Ca antag,M4 ag,M4 antag,CHRM1 PAM,CHRM1 antagonist,M1 ag,OXTR potentiator
COC(=O)c1[nH]c2ccc(C)cc2c1NC(=O)CN1CCc2cc(OC)c(OC)cc2C1,-24.5,2.0,15.1,5.3,6.5,1.3,-1.2,-2.8,-4.6
CC(C)OCCCNC(=S)NNC(=O)C(c1ccccc1)c1ccccc1,-14.1,1.4,-1.1,1.7,4.7,-0.3,2.0,-3.6,-22.4
Cc1ccc(OCC(=O)Nc2ccc(S(=O)(=O)N3CCOCC3)cc2)c([N+](=O)[O-])n1,-13.6,1.3,-7.4,2.3,-1.8,-0.3,-0.9,-7.8,-3.4
CCn1nc(NC(=O)Cc2ccc(OC)cc2)c2cc3cc(C)ccc3nc21,-20.8,4.7,9.9,22.0,17.0,-10.6,32.1,-2.2,3.7
Cc1ccc(Nc2nc3ccccc3n3cnnc23)c(Cl)c1,1.4,4.7,8.2,13.4,8.9,-6.8,13.3,-0.4,-1.3
CC(C)c1ccc(O)c(C(=O)c2cnn(-c3ccccc3)c2)c1,-15.9,-0.1,14.7,-1.3,-5.7,-0.2,-7.0,-5.0,-11.4
CC(/C=N/NC(=O)c1sc(N)nc1C)=C\c1ccccc1,-13.7,1.8,-11.9,1.9,-6.5,8.0,-2.9,25.1*,-3.0
CCN(CC)CCCNC(=O)CNC(=S)N(CCCN1CCOCC1)Cc1cccs1,-1.4,-0.5,-1.6,0.2,-0.9,10.0,-11.9,-3.5,-2.9
CCOC(=O)Cn1nnnc1CN(Cc1ccccc1)Cc1cc2cc(CC)ccc2[nH]c1=O,-15.5,-0.3,-15.4,-0.6,-10.2,4.7,-8.9,-2.1,-6.9
O=C(NCCN1CCOCC1)c1ccc(CS(=O)(=O)Cc2ccccc2F)o1,5.9,1.2,-10.0,0.2,-5.4,10.2,-6.0,-4.1,-7.1
CCn1nc(C(=O)Nc2ccc(S(=O)(=O)Nc3ncccn3)cc2)c2ccccc2c1=O,-3.6,0.1,-13.0,0.1,-13.5,0.4,4.9,-3.4,1.6
O=C(CSC1=NS(=O)(=O)c2cc(Cl)ccc2N1)NCc1ccc(F)cc1,-11.7,-0.1,29.7*,-0.2,6.9,-1.5,4.7,-2.9,4.1
CCSc1nnc(NC(=O)CSc2nc(CC)nc3c2c(=O)n(C)c(=O)n3C)s1,-4.1,0.4,5.9,0.8,-9.5,6.4,-5.0,1.6,-3.0
COc1ccccc1Nc1nc(-c2c(C)[nH]c3ccccc23)cs1,-3.5,1.1,-9.1,1.9,-1.7,-3.0,0.7,-3.4,-1.5
CCOC(=O)c1ccc(NC(=O)C2CC(O)CN2S(=O)(=O)c2ccc(C)cc2)cc1 (stereo not drawn),-4.8,1.4,-0.6,3.1,0.4,8.3,-5.1,-3.0,-2.0
O=C(Cn1cnc2c(NCc3ccccc3)ncnc21)NCCN1CCOCC1,-5.4,0.4,9.1,-0.4,-3.0,7.7,-2.5,-2.2,/
CC(C)(C)N=C1SCC(C)(/C=N/O)S1 (stereo not drawn),-8.8,0.5,-20.8,1.1,-12.3,4.2,2.1,1.1,-1.5
CCOc1ccccc1-c1nc2c([nH]1)c(=O)n(C)c(=O)n2C,4.3,1.9,-5.7,2.5,5.1,4.3,-4.0,-5.5,-19.1
Cc1cc(-c2csc(NC(=O)c3cccc(S(=O)(=O)N(C)C)c3)n2)c(C)n1-c1ccccc1,-3.9,0.5,-4.9,1.3,-0.9,5.6,-2.6,-4.1,1.1
Nc1cc(OC(=O)c2cccs2)nn1S(=O)(=O)c1ccccc1,-7.7,0.0,-13.5,0.9,-6.7,2.0,-20.1,-4.6,-6.8
O=C(Cc1ccccc1)N1CCC(c2ccccc2)C1 (stereo not drawn),-22.4,0.5,-0.2,2.0,-6.4,10.4,-15.4,-3.5,-1.1
O=C(NCCn1cccn1)C1CCC(=O)N(CCc2ccc(Cl)cc2)C1 (stereo not drawn),-7.6,0.3,-14.1,1.5,-6.8,3.7,-3.6,-1.5,-7.2
Cn1c(-c2cccc([N+](=O)[O-])c2)cnc1NCc1cccc(F)c1,-16.3,0.5,-4.0,0.2,-4.9,-3.9,-6.8,-8.2,-7.0
CN(CC(=O)Nc1ccccc1Cl)C(=O)c1ccc(-c2cccc(C(F)(F)F)c2)o1,-24.6,0.2,-7.0,0.1,-13.9,4.3,-8.0,0.2,3.2
C/C(=N\Nc1ncnc2sc(C)c(C)c12)c1ccccn1,79.4*,0.8,-17.3,2.2,-17.2,1.7,-5.9,-3.8,-15.1
Cc1ccc(CN(C#N)c2nc(C)cc(C)n2)cc1,-4.6,0.2,0.4,0.3,0.1,5.0,-20.4,-4.3,-9.3
O=C(COc1cccc(C(F)(F)F)c1)N1CCN(c2ccc(O)cc2)CC1,5.4,3.3,-9.4,5.1,-4.7,7.5,-1.4,-1.7,0.1
COc1ccccc1NC(=O)C1CCN(S(=O)(=O)c2ccc3c(c2)CC(C)N3C(C)=O)CC1 (stereo not drawn),-12.8,4.2,-18.8,0.6,-10.3,2.8,-8.4,-1.6,-5.4
Cc1ccc2cc3c(NC(=O)c4cccnc4)nn(C)c3nc2c1,-5.9,4.4,-8.9,5.8,-8.7,0.1,3.6,-0.9,-6.5
COc1ccc(CNC(=O)COc2ccc(S(=O)(=O)N3CCCCC3)cc2Cl)cc1,-10.5,1.5,-6.7,5.8,-9.5,1.3,6.4,-3.2,-8.8
CCOC(=O)c1c[nH]c(=S)n(-c2ccccc2)c1=O,-12.4,-0.2,-2.0,2.1,-8.0,-9.8,17.2,-4.3,-0.9
C[C@H]1CN([C@@H](C)CO)C(=O)CCCn2nncc2CO[C@@H]1CN(C)Cc1ccc(Cl)c(Cl)c1,/,0.2,13.3,1.5,-7.9,5.2,-11.6,-9.4,/
CCCCNC(=O)c1onc(CSc2ccccc2)c1C(=O)O,8.7,0.1,-16.1,0.3,0.8,-4.1,11.9,-2.9,-6.0
N#CC1=C(SCC(=O)c2ccc(Br)cc2)NC2=C(C(=O)CCC2)C1c1ccco1 (stereo not drawn),-12.9,-0.3,21.1,1.0,-0.9,0.9,-22.0,-5.5,-8.4
Cc1ccc(S(=O)(=O)Nc2ccc(N3CCN(C)CC3)nc2)cc1,-8.0,0.2,6.1,1.0,-2.0,-0.6,-7.7,-13.5,-6.2
NC(Cc1ccc(Cl)cc1)c1csc(NC(=O)NCC2CCCCC2)n1 (stereo not drawn),/,8.8,6.5,29.8,25.9,-0.4,25.5,6.4,/
COc1ccc(C(C)(O)c2nc(-c3ccc4c(c3)OCO4)cs2)cc1 (stereo not drawn),/,1.2,-3.0,5.1,-3.0,-0.5,1.4,-1.9,/
O=C(O)c1ccc(-n2cncn2)c([N+](=O)[O-])c1,-1.2,0.9,-20.2,0.0,2.5,7.6,-13.9,-2.5,-1.4
Nn1c(SCC(=O)Nc2nccs2)nnc1C1CC1,13.6,1.8,-7.1,0.2,3.5,8.8,-10.5,-2.5,-5.1
Cn1c(CC(=O)Nc2ccc(Cl)c(Cl)c2)n[nH]c1=S,1.5,0.5,2.0,3.9,0.1,4.3,2.0,0.0,0.1
NNC(=O)c1cc2cc(OC(F)(F)F)ccc2[nH]1,-23.7,-0.1,12.5,1.9,6.9,9.5,-2.2,0.5,-0.8
O=c1nccc(Nc2ccccc2)[nH]1,-3.7,0.5,-9.2,1.2,-7.1,9.1,-10.2,-1.8,-7.7
CC12CCC(c3c(C(=O)N4CCOCC4)nn(-c4ccccc4)c31)C2(C)C (stereo not drawn),-9.2,0.0,-8.5,-1.1,8.0,7.1,-6.1,-5.5,-4.3
CNC(=S)N(CCc1c(C)[nH]c2ccc(Cl)cc12)Cc1cc(OC)c(OC)c(OC)c1,6.8,3.7,7.9,19.7,-7.8,9.7,-9.4,10.6,-9.0
CCc1ccc(-n2c(SCc3cc(=O)n4cc(Br)ccc4n3)nc3[nH]ncc3c2=O)cc1,-34.6,0.2,-8.8,-0.5,-6.5,4.7,12.7,2.2,-6.3
O=C(CN(C(=O)CNC(=O)c1cccs1)c1ccc(F)cc1)NC1CCCCC1,-9.1,1.3,-12.9,3.8,-7.1,7.7,-15.6,0.5,-4.3
CCOC(=O)[C@]12CCC=C1N(Cc1ccco1)C(=O)[C@H](CC(=O)N1CCCC1)C2,/,-0.5,-2.9,-0.9,8.8,/,/,/,/
